# Screens deposited in PubChem by Sanford-Burnham Center for Chemical Genomics.
# Hsp70 inhibitors = small molecules displacing fluorescent ligand from Hsp70 – biochemical, fluorescence polarization, primary screen (AID 583) | Hsp70 fluorescence polarization probe displacement, mP; higher % means a stronger effect | one-dose displacement, % at 20 µM; IC50 in µM for titrated hits | 140,000 tested, 0.06% active; in the data active means displacement above about 50%;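 further: plate controls were vehicle for no effect and reference ligand for full effect; a part of the inactive calls stands beside numbers as strong as those of hits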
# Rat MKP-3 inhibitors = MKP-3 phosphatase inhibitors, primary screen, biochemical, rat enzyme, in vitro (AID 425). recombinant MKP-3 phosphatase activity, fluorescence; higher % means a stronger effect. inhibition, % at 20 µM, or IC50 in µM where a hit was titrated. 110,000 tested, 0.17% active; in the data active means inhibition above about 50%;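 further: plate controls were vehicle for no effect and reference inhibitor for full effect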
# * marks the source's active call; other numbers are inactive results; . = not tested or not shown.
Hsp70 inhibitors	Rat MKP-3 inhibitors	molecule
4.3%	-1.8%	O=C1CN2C(=Nc3ccc(Cl)cc3C2c2ccccc2)CN1 (centres undefined)
-2.0%	2.2%	CCOc1ccccc1C1CC(=O)NC(SC)=C1C#N (centres undefined)
-0.3%	.	Cc1ccc(NC(=O)CN(c2ccc(C)cc2)S(=O)(=O)c2cccc3nonc23)cc1
-1.8%	.	CCn1c(-c2cccs2)nc2ccccc21
-5.9%	5.3%	CCOc1ccc(-c2csc(/C(C#N)=C/c3ccc(C)o3)n2)cc1
6.5%	-6.0%	O=S(=O)(c1ccccc1)c1ccccc1/C=N\O
8.8%	-1.2%	Oc1[nH]c2ccccc2c1C=NCC1CCCO1 (centres undefined)
1.1%	-13.7%	CC(C)c1ccc(-c2noc(C3CCCN(C(=O)c4ccc(F)cc4F)C3)n2)cc1 (centres undefined)
3.1%	.	COc1ccc2oc(=O)c(C(=O)N3c4ccccc4CC3C)cc2c1 (centres undefined)
-3.6%	-1.4%	O=C(CN1CCOCC1)Nc1cccc(C(=O)Nc2cccc(C(F)(F)F)c2)c1
-3.8%	-8.2%	Cc1ccnc(NS(=O)(=O)c2ccc(NC(=O)C3CCCCC3)cc2)n1
-0.3%	-6.3%	COc1cc(C2c3c(oc4ccccc4c3=O)C(=O)N2CCN2CCOCC2)cc(OC)c1OC (centres undefined)
-9.0%	.	Cc1nn(-c2ccccc2)c(Cl)c1/C=C1\SC(=S)NC1=O
-3.4%	-1.9%	Cc1cccc(S(=O)(=O)C(C#N)c2nc3ccccc3nc2N2CCOCC2)c1 (centres undefined)
-0.3%	-14.0%	C=C(C)C1CC=C(CN2CCC(C(=O)OCC)CC2)CC1 (centres undefined)
7.8%	-6.6%	CCOc1cc(/C=C2\C(=O)NC(=O)N(c3ccc(Cl)cc3)C2=O)cc(Br)c1OC
2.5%	-6.3%	CCCCN1CCc2c([nH]c3ccccc23)C1=O
0.1%	-1.8%	C=CCOC(=O)N1CCN(c2cccc(C(F)(F)F)c2)CC1
2.1%	2.2%	O=C(CN(c1ccc(F)cc1)S(=O)(=O)c1ccccc1)Nc1cccc2ccccc12
9.0%	-0.1%	Cc1ccccc1OC(C)c1nc(-c2ccccc2)no1 (centres undefined)
2.5%	.	CCOC(=O)C1CCCN(C(=O)c2cc(Nc3ccc(OC)cc3OC)nc3ccccc23)C1 (centres undefined)
-1.8%	-9.4%	Cc1ccc2cc(CN(Cc3nnnn3C3CCCC3)C3CCCCC3)c(=O)[nH]c2c1C
2.1%	10.2%	Fc1ccc(C2=Nn3c(Cc4ccccc4)nnc3SC2)cc1
3.9%	-0.7%	COC(=O)CC1C(=O)NC2CCCCC2N1C(=O)c1ccccc1 (centres undefined)
7.7%	.	COc1ccc(N/C(=C(/C(Cl)=C(Cl)Cl)[N+](=O)[O-])n2nnc3ccccc32)cc1OC
-4.6%	3.8%	O=C(Nc1cccc(Br)c1)c1ccc(N2C(=O)c3ccccc3C2=O)cc1
-2.8%	-0.5%	O=C(O)C(CO)NC(=O)C(F)(F)C(F)(F)C(=O)NC(CO)C(=O)O (centres undefined)
6.1%	.	CCCCC(=O)Nc1ccc(NC(=O)c2cccs2)cn1
1.7%	0.3%	Brc1ccc(-c2csc(NC3=NCCCCC3)n2)cc1
-2.3%	-7.9%	CCOC(=O)c1[nH]c2ccc(OC)cc2c1NC(=O)CN1CCN(c2ccccn2)CC1
2.2%	-1.6%	O=C(NCc1ccco1)C1(c2ccccc2)CCCC1
4.8%	7.9%	c1cncc(-c2noc(C34CC5CC(CC(C5)C3)C4)n2)c1
-1.1%	-4.4%	COc1ccc(-c2cc(C(=O)N3CCN(c4ccccn4)CC3)c3ccccc3n2)cc1
1.2%	.	O=C(c1ccc(Cl)c(S(=O)(=O)N2CCCCCC2)c1)N1CCN(CCO)CC1
2.0%	-1.3%	CCCOc1ccc(C(=O)Nc2nc(-c3ccccc3)cs2)cc1
2.7%	0.3%	OC1(C(F)(F)F)CC(c2ccccc2)=NN1C(=S)c1ccccc1 (centres undefined)
-0.5%	0.7%	Cc1cccc(NC(=O)CN2CCCN(S(=O)(=O)c3ccc(Br)s3)CC2)c1
2.3%	-7.2%	COc1cccc(NC(=O)COc2ccc(N3CC(C(=O)NCC(C)C)CC3=O)cc2)c1 (centres undefined)
0.0%	2.7%	Fc1ccc(OCCOc2ncnc3ccccc23)cc1
2.8%	3.2%	C=CCN1C(=O)/C(=C\c2cc(Br)c(O)c(OCC)c2)C(=O)NC1=S
4.2%	1.6%	C=CCOC(=O)C1=C(C)NC(=O)NC1c1cccc(Oc2ccccc2)c1 (centres undefined)
-6.2%	6.9%	Cc1ccc(NCC(O)COc2ccc(OCC(O)CNc3ccc(C)c(C)c3)cc2)cc1C (centres undefined)
-0.2%	-6.5%	O=C(NCc1ccco1)c1ccc2ccccc2c1
1.3%	56.1%*	CCn1cc(C(=O)NC2CCC(C)CC2)c(=O)c2cc(S(=O)(=O)N3CCCCC3)ccc21 (centres undefined)
6.5%	1.3%	COc1ccc(NS(=O)(=O)c2ccc3c(c2)Cc2ccccc2-3)cn1
0.5%	.	CCn1c(=S)[nH]c2cc(C(=O)OC)ccc2c1=O
-1.1%	-4.1%	Cc1ccc2cc(CN(Cc3ccccc3)Cc3nnnn3C3CCCC3)c(=O)[nH]c2c1
3.3%	-3.9%	COc1ccc(OCc2nn3c(-c4ccco4)nnc3s2)cc1
2.9%	-2.1%	CCN(CC)C(=O)CN(c1ccc(OC)cc1)S(C)(=O)=O
0.6%	.	O=C(CSc1nc2ccccc2[nH]1)N1CCN(S(=O)(=O)c2ccc(Cl)cc2)CC1

# (next part)
Hsp70 inhibitors	Rat MKP-3 inhibitors	molecule
4.2%	-0.6%	CCCc1nnc(NC(=O)CSc2nc3ccccc3s2)s1
5.7%	-4.7%	CCCCCc1c(O)c2ccccc2[nH]c1=O
1.1%	-2.5%	COc1ccc(CCN2CC34C=CC(O3)C(C(=O)NCc3ccccc3)C4C2=O)cc1OC (centres undefined)
5.6%	-0.9%	O=C1c2ccccc2C(=Nc2cc([N+](=O)[O-])ccc2O)C1c1ccc2ccccc2c1 (centres undefined)
10.0%	.	Nc1ccc2nc(-c3ccc(N)c(Cl)c3)[nH]c2c1
-3.3%	-2.5%	CCc1ccccc1N(CC(=O)NCCc1ccccc1)S(C)(=O)=O
0.7%	5.2%	O=S(=O)(Nc1ccc(S(=O)(=O)N2CCCCC2)cc1)c1ccccc1
.	-9.9%	C=CCn1c(SC(CCO)C(=O)NCc2ccco2)nc2sc3c(c2c1=O)CCC3 (centres undefined)
-0.5%	-16.8%	Cc1ccc(OCn2c(=O)sc3ccccc32)cc1
2.7%	2.9%	COc1ccc2[nH]c3c(NCCN4CCCCC4)ncnc3c2c1
3.3%	-5.8%	COc1ccc(-n2c(Cc3cccn3C)nnc2SCC(=O)Nc2ccccc2C)cc1
-3.6%	-9.4%	COc1ccccc1N1CCN(C(=O)CN(c2cc(C)cc(C)c2)S(C)(=O)=O)CC1
-3.1%	-7.3%	CCOC(=O)C(CC)n1cnc2c(cnn2-c2ccc(Cl)cc2)c1=O (centres undefined)
3.0%	.	Cn1c(SCC(=O)N2CCN(S(=O)(=O)c3ccccc3)CC2)nc2ccccc21
-1.3%	10.4%	Nc1ccc(-n2c(N)c(C(=O)NCc3ccc4c(c3)OCO4)c3nc4ccccc4nc32)cc1
-0.5%	-1.3%	COc1ccc(N2C(=O)c3cccc4c([N+](=O)[O-])ccc(c34)C2=O)cc1
-17.2%	.	CC(=O)c1cc2c(C)cc(=O)oc2cc1O
-0.3%	-9.8%	CC(C)OCCCNc1nc2c([nH]1)c(=O)n(C)c(=O)n2C
0.6%	-2.5%	CC(C)(C)P(=O)(c1ccc(C(=O)O)cc1)C(C)(C)C
1.3%	5.2%	O=C(/C=C/c1cccc([N+](=O)[O-])c1)c1cccc(Br)c1
1.4%	3.8%	CCc1ccccc1NC(=O)c1c(NC(=O)c2ccccc2Cl)sc2c1CCC2
-1.3%	8.3%	O=C1CCCC2=C1C(c1ccc(OCc3ccccc3)cc1)Nc1ccc3ncccc3c12 (centres undefined)
-2.3%	6.2%	O=C(CN1C(=O)C2CC=C(Cl)CC2C1=O)N1CCCC1 (centres undefined)
3.3%	7.4%	Cc1ccc(O)c(C2=NOC(O)(C(F)(F)C(F)F)C2)c1 (centres undefined)
-0.1%	.	OCCOc1nnnn1-c1ccccc1

# 7 compounds picked at random from the list so far, as already listed:
Hsp70 inhibitors	Rat MKP-3 inhibitors	molecule
0.6%	-2.5%	CC(C)(C)P(=O)(c1ccc(C(=O)O)cc1)C(C)(C)C
5.6%	-0.9%	O=C1c2ccccc2C(=Nc2cc([N+](=O)[O-])ccc2O)C1c1ccc2ccccc2c1 (centres undefined)
0.7%	5.2%	O=S(=O)(Nc1ccc(S(=O)(=O)N2CCCCC2)cc1)c1ccccc1
-0.1%	.	OCCOc1nnnn1-c1ccccc1
-3.1%	-7.3%	CCOC(=O)C(CC)n1cnc2c(cnn2-c2ccc(Cl)cc2)c1=O (centres undefined)
-1.3%	10.4%	Nc1ccc(-n2c(N)c(C(=O)NCc3ccc4c(c3)OCO4)c3nc4ccccc4nc32)cc1
-17.2%	.	CC(=O)c1cc2c(C)cc(=O)oc2cc1O

# (next part)
Hsp70 inhibitors	Rat MKP-3 inhibitors	molecule
-1.8%	-0.8%	Cc1nn(C(=O)c2cccs2)c(N)c1-c1ccccc1
-2.1%	3.8%	COc1ccccc1-c1cc(C(=O)NCc2cccs2)no1
4.3%	-0.7%	CC(=O)Nc1ccc(-c2ccco2)cc1
1.8%	.	O=C(COc1ccccc1Cl)Nc1nc(-c2cccs2)cs1
-3.8%	5.8%	CCOc1ccccc1C(=O)Nc1nc(-c2ccc(Br)cc2)cs1
-0.3%	-3.5%	COCCNC(=O)c1c[nH]c2ccc(OC)cc2c1=O
-7.6%	-2.0%	Oc1ccc2ccccc2c1CN1CCOCC1
-1.0%	.	COC(=O)c1ccc(S(=O)(=O)N2CCCCC2)o1
-1.4%	1.9%	CCOc1cccc(C2C(C(=O)OCCOC)=C(C)NC3=C2C(=O)CC(C)(C)C3)c1 (centres undefined)
0.3%	3.5%	CCOC(=O)c1ccc(NC(=O)CCc2ccc(CC)o2)cc1
224.9%	-2.8%	CN(C)/C=C1\C=C2C(=O)c3ccccc3N2C1=O
1.4%	-1.7%	O=c1cc(C(F)(F)F)nc(-c2ccccc2)[nH]1
-0.4%	-9.1%	COc1cc(NC(=O)c2cnn3c(C)cc(C)nc23)c(OC)cc1Cl
-3.0%	.	CCc1ccc(OCC(=O)NCCOc2ccccc2)cc1
9.1%	-0.6%	Cc1ccc(-c2cc3nc(C)c(Cl)c(C)n3n2)cc1
0.7%	1.9%	Cc1ccccc1NC(=O)C(=O)NCc1cccnc1
1.2%	.	COC(=O)C(NC(=O)c1ccc(Cl)cc1)(Nc1nc(C)cs1)C(F)(F)F (centres undefined)
3.3%	.	CCOC(=O)CSc1nnc(-c2ccoc2C)n1-c1ccc(C)cc1
-11.4%	-6.4%	O=C(NCCN1C(=O)CCC1=O)c1ccncc1
-4.4%	-1.7%	O=C(NC1CCCCCCC1)C1CCCN(S(=O)(=O)c2cnc[nH]2)C1 (centres undefined)
0.7%	2.6%	COc1ccc(OC)c(C2/C(=C(\O)c3ccc([N+](=O)[O-])cc3)C(=O)C(=O)N2CCCCCC(=O)O)c1 (centres undefined)
-0.8%	.	CC12CC(c3ccccc3O1)N(C(=O)c1ccco1)C(=S)N2c1ccccc1 (centres undefined)
-1.5%	-13.9%	O=C(C1CC(=O)N(C2CCCC2)C1)N1CCN(c2ccc(F)cc2)CC1 (centres undefined)
-3.6%	4.8%	NC(=O)C1CCCc2c1[nH]c1ccccc21 (centres undefined)
0.1%	-10.0%	COc1ccc(NS(=O)(=O)c2ccc3oc(Nc4ccc5c(c4)OCCO5)nc3c2)cc1

# Reprinted from the part before: 2 compounds, followed by the next part.
Hsp70 inhibitors	Rat MKP-3 inhibitors	molecule
-3.6%	4.8%	NC(=O)C1CCCc2c1[nH]c1ccccc21 (centres undefined)
0.1%	-10.0%	COc1ccc(NS(=O)(=O)c2ccc3oc(Nc4ccc5c(c4)OCCO5)nc3c2)cc1
-0.4%	.	CC(C)(C)NC(=O)NC(=O)CSc1nnc(-c2ccccc2F)n1N
1.2%	-0.6%	CC(=O)C1(Nc2ccccc2)CC(C)=NN1C(=O)c1ccccc1 (centres undefined)
1.0%	-4.6%	COc1ccc(C(=O)N2CCC(C(=O)Nc3cccc(C)c3)CC2)cc1OC
.	-6.9%	CCOC(=O)c1ccc(NC2c3ccccc3C(=O)N2c2cccnc2)cc1 (centres undefined)
-0.3%	4.7%	COc1ccc(-c2csc(/C(C#N)=C\c3cc(OC)ccc3OC)n2)cc1
1.7%	-2.3%	CCOC(=O)c1c(C)[nH]c(/C=N/O)c1O
-2.0%	.	CSc1cc(-c2ccc(Cl)cc2)n(Cc2ccccc2)c(=O)c1C#N
4.8%	-0.8%	CN(C)CCCNC(=O)CC(c1ccc(F)cc1)c1ccco1 (centres undefined)
-3.3%	1.0%	NC(=O)c1cccc(NC(=O)c2ccccc2I)c1
-2.5%	.	O=C(NCCCn1ccnc1)c1ccc(S(=O)(=O)N2CCCCCC2)cc1
2.1%	2.1%	O=C(N=Nc1c(O)n(Cc2ccccc2)c2ccccc12)c1ccccc1O
3.8%	-1.6%	COC(=O)CN(c1ccc2c(c1)OCCO2)S(=O)(=O)c1ccccc1
3.9%	-10.6%	O=C(CC1(O)C(=O)N(C/C=C/c2ccccc2)c2ccccc21)c1ccccn1 (centres undefined)
4.9%	-1.3%	Cc1c(C#N)c(=O)ncn1Cc1ccccc1
0.5%	2.6%	CCOc1cc(/C=N\N2CCN(c3ccccc3)CC2)ccc1O
-2.7%	5.1%	COc1ccc(C(=O)Nc2ccc(-c3cn4ccsc4n3)cc2)cc1S(=O)(=O)N1CCOCC1

# The list is partial, so the mix of outcomes need not match the whole.
